Screens (PubChem)
Gli-Sufu block: antagonists of Gli-Sufu signaling. Sufu-KO-LIGHT fibroblasts, Gli luciferase reporter luminescence. inhibition, % at 5 µM. actives 0.74% (n = 340,000);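 active means inhibition above about 55%, limit read from the data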;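 further: 0% = DMSO-treated cells and 100% = wells with medium but no cells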
NR3A LBD binder: modulates the human NR3A ligand-binding domain; NR3A LBD differential scanning fluorimetry, Tm shift; 0% = protein alone, 100% = glycine-bound protein; Tm shift relative to glycine control, % at 25 µM; actives 2.5% (n = 340,000); AID 1259313;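 active means melting temperature shift of at least 10% of the positive control shift, at one fixed dose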
MPTP inh: inhibitors of mitochondrial permeability transition pore; actives 1.4% (n = 360,000); inhibition, % at 10 µM; isolated mouse mitochondria, Ca2+ swelling absorbance, 30 min;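 active means inhibition of 50% or more, scaled per plate between neutral and stimulator controls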;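 further: 0% = DMSO wells given calcium and 100% = 1 mM EGTA wells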
EBI2 block: blocks human EBI2 receptor beta-arrestin signaling; EBI2 beta-arrestin recruitment, luminescence, 7a,25-OHC stimulated; inhibition, % at 5 µM; actives 0.81% (n = 360,000); in the data active means inhibition above about 38%;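 further: enzyme fragment complementation signal reports receptor beta-arrestin coupling in cells; 0% = agonist plus DMSO wells and 100% = wells without agonist; some results beyond the cut were filed as inactive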
Target sequence (P32249 whole entry, looked up, the tested form may be a part): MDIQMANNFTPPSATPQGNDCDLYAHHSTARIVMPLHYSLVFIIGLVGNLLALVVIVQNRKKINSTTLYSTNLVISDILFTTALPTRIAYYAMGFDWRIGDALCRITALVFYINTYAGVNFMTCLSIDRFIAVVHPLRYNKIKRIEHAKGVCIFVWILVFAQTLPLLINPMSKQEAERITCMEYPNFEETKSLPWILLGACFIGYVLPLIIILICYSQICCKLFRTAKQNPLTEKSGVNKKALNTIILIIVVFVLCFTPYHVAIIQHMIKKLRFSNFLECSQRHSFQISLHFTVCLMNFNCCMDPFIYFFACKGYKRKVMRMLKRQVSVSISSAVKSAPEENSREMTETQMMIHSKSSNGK
APOBEC3G inh: APOBEC3G (human) deaminase inhibition. Q9HC16. recombinant A3G, ssDNA deamination FAM/TAMRA fluorescence. inhibition, % at 20 µM. actives 0.28% (n = 330,000). AID 493012;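 active means inhibition of at least 40% at 20 µM, with no more than 30% in the related APOBEC3A deaminase screen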;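 further: plate controls were DMSO wells with A3G for no effect and wells lacking A3G enzyme for full effect; some compounds called inactive have numbers as strong as hits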
Target sequence (Q9HC16 whole entry, looked up): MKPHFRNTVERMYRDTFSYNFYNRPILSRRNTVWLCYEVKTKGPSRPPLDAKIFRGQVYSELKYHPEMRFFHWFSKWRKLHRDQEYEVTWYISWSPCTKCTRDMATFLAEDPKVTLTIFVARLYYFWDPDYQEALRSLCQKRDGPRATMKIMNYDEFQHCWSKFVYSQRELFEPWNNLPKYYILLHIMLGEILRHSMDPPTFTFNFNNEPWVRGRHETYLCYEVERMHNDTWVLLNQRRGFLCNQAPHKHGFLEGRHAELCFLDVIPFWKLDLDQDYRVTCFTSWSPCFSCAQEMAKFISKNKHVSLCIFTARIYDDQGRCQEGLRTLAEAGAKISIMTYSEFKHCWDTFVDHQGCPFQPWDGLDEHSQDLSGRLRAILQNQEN
CXCR6 block: CXCR6 (human) receptor inhibition. O00574. CHO-K1 PathHunter CXCR6 beta-arrestin, luminescence. inhibition, % at 20 µM. actives 0.36% (n = 360,000); in the data active means inhibition above about 34%, passing the limit was not always enough;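 further: antagonist mode with CXCL16 agonist at 10 nM final; 0% = 10 nM CXCL16 with DMSO and 100% = unstimulated wells without agonist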
Target sequence (O00574 whole entry, looked up): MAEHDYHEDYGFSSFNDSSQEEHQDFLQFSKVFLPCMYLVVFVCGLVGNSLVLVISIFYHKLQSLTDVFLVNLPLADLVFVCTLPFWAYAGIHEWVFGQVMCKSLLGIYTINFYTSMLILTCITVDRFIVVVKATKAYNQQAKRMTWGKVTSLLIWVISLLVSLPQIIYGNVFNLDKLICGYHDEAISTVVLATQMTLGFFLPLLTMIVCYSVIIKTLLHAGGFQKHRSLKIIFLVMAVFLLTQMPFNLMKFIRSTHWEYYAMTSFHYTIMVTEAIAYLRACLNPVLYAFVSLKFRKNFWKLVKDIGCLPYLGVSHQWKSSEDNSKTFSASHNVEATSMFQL
CCR6 antagonist: CCR6 (human) receptor antagonism. CHO-K1 CCR6 PathHunter beta-arrestin, luminescence, CCL20-stimulated. P51684. inhibition, % at 20 µM. AID 493098. actives 0.49% (n = 340,000);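 active means compounds whose inhibition of the agonist-driven luminescence signal at 20 µM reaches about 50%, limit read from the data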;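 further: cells stimulated with CCL20 at 14 nM final; plate controls were DMSO with CCL20 for no effect and DMSO without agonist for full effect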
A3A deaminase: blocks human APOBEC3A ssDNA deamination; AID 493011; recombinant A3A, FAM/TAMRA ssDNA deamination fluorescence; actives 0.41% (n = 330,000); P31941; inhibition, % at 20 µM;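 active means at least 40% inhibition at 20 µM here, with at most 30% in a related deaminase screen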;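 further: plate controls were A3A with DMSO for no effect and wells lacking A3A enzyme for full effect; some results filed as inactive read as strong as hits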
Starred values were filed as active, the others as inactive; / = not tested or not shown.

SMILES	Gli-Sufu block	NR3A LBD binder	MPTP inh	EBI2 block	APOBEC3G inh	CXCR6 block	CCR6 antagonist	A3A deaminase
Cc1c(C=NCCOCc2ccccc2)cnn1C	4	1	-3.2	-12	-1	1	-1	-12
COc1c(N2CCN(C(=S)Nc3ccc(F)cc3)C(C)C2)c(F)cc2c(=O)c(C(=O)O)cn(C3CC3)c12 (stereo not given)	-1	0	-0.6	-4	-6	-15	-20	-5
O=C(N1CCN(c2ccc(F)cc2)CC1)C1(c2cccs2)CCOCC1	9	2	-1.2	4	-9	2	0	-2
CCOC(=O)CSc1n[nH]c(=S)s1	1	1	1.3	-5	87*	-2	5	-2
COC(=O)c1c(NC(=O)CSc2nnc(Cn3nnc4ccccc43)n2C)sc(C)c1C	-22	-3	0.0	9	-3	-5	13	-5
COc1ccc(OC)c(S(=O)(=O)NCC(c2ccco2)N2CCc3ccccc3C2)c1 (stereo not given)	9	2	-1.1	2	-3	-1	18	2
Cc1ccc(S(=O)(=O)N2CCCCC2)cc1NC(=O)Cn1cc(C(F)(F)F)ccc1=O	-3	-2	0.6	-7	-1	-2	0	1
Cc1cc(C(=O)Nc2ccccc2)oc1C	7	0	-5.9	-7	-8	0	-25	-1
COc1ccc(NC(=O)c2ccc3c(c2)NC(=O)CO3)cc1OC	1	-3	1.3	-2	-7	-3	5	10
Cc1ccc(C(C)C)c(OCC(=O)NN2C(=O)c3ccccc3C2=O)c1	22	0	0.3	1	-6	1	5	-5
Cc1c(C)n(CCc2ccccc2)c2ncnc(NCCCN(C)C)c12	-10	-1	-0.7	1	-10	-10	12	-5
CSc1ccccc1OCc1cc(C(=O)N2CCN(c3ncccn3)CC2)no1	6	-5	-1.3	-13	-7	8	1	-8
Cc1ccc(-n2cnnn2)cc1Cl	0	-1	-5.2	-10	-8	-2	-13	-5
Cc1cc(/C(=N/O)C(C)(C)NO)ccc1Cl	-1	-2	0.3	-2	-5	-2	-1	-1
CC(C)c1ccc(NC(=O)CNS(=O)(=O)c2ccc(F)cc2)cc1	4	-1	1.1	-8	-4	-11	17	-2
O=C(Nc1ccccc1)N(CCCN1CCOCC1)Cc1ccccc1F	-5	0	2.2	-7	1	-5	-9	7
Nc1n[nH]c(N)c1N=Nc1ccc(Cl)cc1Cl	-47	20*	3.8	-10	-4	10	6	-2
COc1ccc(CC(=O)N2CCN(c3ccc(F)cc3)CC2)cc1	0	0	0.1	4	4	12	-18	-6
O=C(NCCO)c1ccc2c3n(nc2c1)-c1ccccc1CO3	-67	1	0.0	4	20	12	2	1
CCCn1c(/C=C/c2ccccc2)nc2ccccc21	-72	0	-1.5	20	-4	8	23	-2
CC(C)(C)n1nc2c(c1NC(=O)c1c(F)cccc1F)CS(=O)(=O)C2	6	3	-0.5	-4	-2	8	8	-6
Cc1cccc(N(CC(=O)NC2CCCC2)C(=O)CCC(=O)Nc2nc(C)cs2)c1	-22	0	1.0	-4	-2	-11	5	0
NC(=O)C1CCN(C(=O)CCCCCn2c(=O)[nH]c3ccsc3c2=O)CC1	6	1	-0.8	-4	-1	2	-1	0
O=C(Nc1cccnc1)/C(N=Nc1cccnc1)=C(\O)c1ccccc1	3	-1	9.6	3	-3	1	-14	-2
CC(C(=O)N=Nc1c(O)[nH]c2ccccc12)n1cnc2ccccc2c1=O (stereo not given)	-4	-1	0.1	-4	-4	-4	11	-1
CCOP(=O)(OCC)C(NC(=O)Nc1ccc(Cl)cc1)C(=O)N(CC)CC (stereo not given)	-8	1	44	-1	-2	-4	4	0
C/C(=N\NC(=O)COc1cccc(Br)c1)c1ccc2c(c1)OCCO2	-7	0	-0.5	-7	1	-9	-1	1
COc1ccc(S(=O)(=O)NCC(=O)N(Cc2ccco2)C(C(=O)NC(C)(C)C)C(C)C)cc1 (stereo not given)	-13	-2	0.2	-3	-6	-4	22	-1
CCOc1ccc(NC(=S)N(CCCN2CCOCC2)Cc2cn(C)c3ccccc23)cc1	17	-7	-0.8	44*	1	5	12	-2
Cn1cc(Cl)c(C(=O)Nc2nc3ccc([N+](=O)[O-])cc3s2)n1	-47	-2	1.6	1	-7	15	26	-3
CCOc1ccc(NC(=O)c2ccc(-n3cccn3)nc2)cc1	-7	-3	-0.4	13	-2	-5	-10	1
O=C(NCC(=O)N(c1ccc(F)cc1)C(C(=O)NCC1CCCO1)c1ccccc1)c1ccco1 (stereo not given)	0	-1	0.1	-1	49	7	8	36
CCOCCCN1C(=O)CN(C2CCCCCC2)C(=O)C1c1ccc(OC)cc1 (stereo not given)	4	-3	0.7	1	-1	4	6	4
CCCCn1c(SCC(=O)OCC)nc2c1c(=O)[nH]c(=O)n2C	4	-4	-0.4	-3	4	-8	0	-3
COc1ccc(S(=O)(=O)N2CCCN(C)CC2)cc1	2	-5	-1.7	-2	0	2	-3	-2
CC(=O)N1CCN(C(=S)NC(=O)c2ccc(S(=O)(=O)N3CCOCC3)cc2)CC1	6	1	-0.8	-16	-8	-7	4	-2
CON(C)S(=O)(=O)c1ccc2c(c1)N(Cc1ccc(C)cc1)C(=O)C1CCCN21 (stereo not given)	-2	-4	-1.9	-1	-10	-1	-2	-5
Cc1cnc(C(=O)OCC(=O)Nc2ccc(C)c(S(=O)(=O)N3CCCCC3)c2)cn1	-32	-14	0.7	3	-6	-5	-1	1
Cc1cc(C)cc(NC(=O)Cn2nnc3ccccc3c2=O)c1	-3	-2	-2.4	-4	-8	6	6	-1
CC(C)CN1CCN(Cc2c[nH]c3ccccc23)CC1CCO (stereo not given)	36	2	-0.1	3	-4	-6	7	1
CCOC(=O)N1CCN(C(=O)CCc2ccccc2)CC1	7	-1	0.0	7	-2	11	5	-6
CCCCOc1ccc(S(=O)(=O)N2CCN(c3ccc(N4CCN(CC)CC4)nn3)CC2)cc1	16	1	-3.1	-6	4	4	14	1
CCOC(=O)c1ccc(NC(=O)C2(N3C(=O)c4ccccc4C3=O)CCCC2)cc1	-1	-9	-0.1	11	/	6	19	/
CCn1c(=S)sc2c(=O)n(CC(=O)Nc3cccc(Br)c3)c(C)nc21	19	19*	20	8	-2	-13	9	-1
COC(=O)[C@@]12CCCN1[C@H](c1ccc(-c3ccc(Cl)c(Cl)c3)cc1)[C@H]1C(=O)N(C)C(=O)[C@H]12	3	-6	-1.4	8	-10	2	10	-7
COc1ccc(NC(=O)C2CCN(S(=O)(=O)c3ccc4[nH]c(=O)oc4c3)CC2)c(OC)c1	-7	-2	-2.1	-8	-6	5	-8	-4
O=C(Oc1ccc(=O)n(-c2ccccc2)n1)c1ccccc1	0	2	-0.2	7	-6	-3	3	-6
COC(=O)CN(c1ccc(Cl)cc1C)S(C)(=O)=O	7	2	-0.1	-5	-5	1	4	-1
CCOc1ccc(C(=O)NCc2ccco2)cc1Cl	-3	0	-0.4	-8	-1	-5	2	4
CC1CN(C(=O)CN2C(=O)NC(C)(c3ccccc3)C2=O)CC(C)O1 (stereo not given)	-10	0	-0.5	-3	-6	-2	-1	-2
Nc1cccc2c1nnn2C1OC(CO)C(O)C(O)C1O (stereo not given)	/	/	0.0	-3	-3	-4	/	1
O=C(CN1CCN(c2ccccc2O)CC1)NC(=O)NC1CCCC1	5	1	0.7	-14	-13	-4	10	-3
COc1ccc(NC(=S)N2CCN(C/C=C/c3ccccc3)CC2)cc1OC	1	1	-1.9	-3	-2	5	14	-7
Cc1ccc(OCCn2cncn2)c([N+](=O)[O-])c1	11	-3	-0.7	2	-9	-2	-2	-3
COc1ccc(N(CC(=O)Nc2cccc(N(C)S(C)(=O)=O)c2)S(=O)(=O)c2ccccc2)cc1Cl	0	-4	0.3	25	-3	-2	9	-3
CCn1nnc(NC(=O)c2ccc([N+](=O)[O-])o2)n1	-16	-3	0.3	-3	3	-11	-2	0
CC1(C)CC(=O)C(C=NCC2CCNCC2)=C(O)C1	5	5	-1.8	-3	-7	-17	-15	0
O=C(NNC(=O)c1cc2c(s1)CCCC2)c1ccccc1	-45	-1	0.6	-6	-7	3	9	-2
CCOC(=O)[C@H]1[C@H]2COc3ccc(Cl)cc3[C@@H]2N2C(=O)CN(CC3CCCO3)C(=O)[C@@]12C (stereo not given in full)	18	0	-0.1	-8	-6	-11	9	-3
Cc1cc2c(cc1[N+](=O)[O-])NC(CNC(C)C)CC2 (stereo not given)	10	-3	-1.9	-4	-4	-2	4	-5

Entries of single compounds from above.
Shown for `COc1ccc(NC(=O)C2CCN(S(=O)(=O)c3ccc4[nH]c(=O)oc4c3)CC2)c(OC)c1` : Gli-Sufu block = -7; NR3A LBD binder = -2; MPTP inh = -2.1; EBI2 block = -8; APOBEC3G inh = -6; CXCR6 block = 5; CCR6 antagonist = -8; A3A deaminase = -4
Shown for `CCOc1ccc(C(=O)NCc2ccco2)cc1Cl` : Gli-Sufu block = -3; NR3A LBD binder = 0; MPTP inh = -0.4; EBI2 block = -8; APOBEC3G inh = -1; CXCR6 block = -5; CCR6 antagonist = 2; A3A deaminase = 4
Shown for `COc1ccc(NC(=S)N2CCN(C/C=C/c3ccccc3)CC2)cc1OC` : Gli-Sufu block = 1; NR3A LBD binder = 1; MPTP inh = -1.9; EBI2 block = -3; APOBEC3G inh = -2; CXCR6 block = 5; CCR6 antagonist = 14; A3A deaminase = -7

Next records.
SMILES	Gli-Sufu block	NR3A LBD binder	MPTP inh	EBI2 block	APOBEC3G inh	CXCR6 block	CCR6 antagonist	A3A deaminase
COc1ccc(/C=N/n2c(C)nnc2C)c(OC)c1OC	-1	1	0.1	-5	0	-4	-8	0
COc1ccc(-n2nc3c(c2NC(=O)CCl)CSC3)cc1	24	2	0.6	12	-1	0	-8	-2
COc1ccc2nc(NC(=O)CNS(=O)(=O)c3cccs3)sc2c1	-14	4	0.8	6	-6	7	-7	0
CCOC(=O)CN1C(=O)/C(=C2\SC(=S)N(NC(=O)c3cccnc3)C2=O)c2ccccc21	5	0	2.6	-7	0	8	3	-3
COc1ccc(-c2noc(N3CCC(C(=O)NCc4ccc(F)cc4)CC3)n2)cc1	-13	3	-0.7	16	-8	6	5	-3
O=C(c1cn(-c2ccc(Cl)c(Cl)c2)nn1)C1CC1	-2	1	0.4	-10	-5	5	8	1
Cc1[nH]n(-c2nc(-c3ccc(Cl)cc3)cs2)c(=O)c1N=Nc1ccc(O)cc1	70*	19*	3.4	51*	-3	24	25	1
COc1ccc(C(=O)Nc2nnc(S(=O)(=O)N(C)Cc3ccccc3)s2)cc1	-1	-7	3.8	-1	-9	-2	8	-5
CCC(C)NC(=O)c1[nH]c(C)c(C(=O)OC)c1C (stereo not given)	-4	-1	-0.3	13	-2	3	1	0
NC(=O)C1CCN(C(=O)c2ccc3nc(N4CCCCC4)sc3c2)CC1	-36	-3	2.6	2	3	11	4	-1
COc1ccc(-c2nnc(SCC(=O)N3CCOCC3)o2)cc1	-6	1	1.0	-3	-6	2	-6	-5
CN(C)N1C(N)=C(C#N)C(c2ccccc2)C2=C1CCCC2=O (stereo not given)	2	-2	-0.6	8	7	0	11	-5
COCC(=O)N(Cc1cc2cc(OC)ccc2[nH]c1=O)c1ccccc1OC	-2	0	-7.0	-9	-6	7	-4	-1
Cc1[nH]c2ccccc2c1C(=O)COC(=O)c1cccc(S(=O)(=O)N2CCCCC2)c1	12	21*	0.6	1	-3	-2	8	-5
COc1ccccc1Nc1nc2cc(C)ccc2cc1C#N	4	4	2.1	-11	-5	6	-16	0
CCNc1nc(NCC)n2c(SCC(=O)Nc3ccccc3OC(F)F)nnc2n1	11	-1	-0.6	-3	-2	2	6	0
CCOC(=O)C1=CN(Cc2ccco2)S(=O)(=O)N(CC)C1c1ccc(F)c(Cl)c1 (stereo not given)	10	-3	0.0	24	7	16	30	11
COc1ccc(NC2=NC(=S)N(c3ccc(C)cc3)C23CCCCC3)cc1	-3	1	0.4	2	2	7	16	3
O=C(Nc1ccccc1)c1nc[nH]c1C(=O)NCCNC(=O)c1[nH]cnc1C(=O)Nc1ccccc1	1	-6	-1.1	-49	-6	-12	-2	-3

No enrichment for hits. Share with any hit: about 5.8%.
